LYP inhibition: PTPN22 lymphoid phosphatase activity blockers – biochemical, fluorescence intensity, uHTS (AID 1779); recombinant LYP phosphatase, fluorescence intensity; higher % means a stronger effect; one-dose inhibition, % at 11.5 µM; IC50 in µM for titrated hits; 0.054% of 290,000 active; in the data active means inhibition above about 50%;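 further: plate controls were vehicle with enzyme for no effect and no enzyme for full effect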
GPR55 antagonists: inhibition of LPI-stimulated GPR55 beta-arrestin translocation – imaging, U2OS, beta-arrestin-GFP, LPI agonist, primary screen (AID 2013); U2OS GPR55 beta-arrestin-GFP translocation imaging, LPI antagonism; higher % means a stronger effect; inhibition, % at 10 µM; hits with a dose series show IC50 in µM; 0.13% of 290,000 active;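 active means spots per cell inhibited over 60%, with over 100 cells counted and total cytoplasm intensity under 500,000; inconclusive means wells with under 100 cells, flagged as likely toxic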;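 further: U2OS cells stably carrying GPR55 and arrestin-GFP stimulated by 5 µM LPI near EC80; imaged beta-arrestin-GFP aggregate spots per cell after agonist stimulation; plate controls were LPI-stimulated DMSO wells for no effect and DMSO wells without LPI for full effect; some results filed as inactive read as strong as hits; confirmed hits need IC50 under 10 µM and bright autofluorescent wells are also inconclusive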
NTR1 ag: NTR1-driven beta-arrestin-GFP spot formation – imaging, U2OS cells, high content, primary screen (AID 493036). 0.17% of 330,000 active. P30989. agonist mode. activation, % at 20 µM;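 active means activation at or above 40% of the spot to cytoplasm intensity ratio, with at least 20 cells analyzed; inconclusive means wells under 20 cells, flagged as cytotoxic or low count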;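 further: 0% = DMSO without peptide and 100% = 100 nM NTR1 peptide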
Target sequence (P30989 whole entry, looked up): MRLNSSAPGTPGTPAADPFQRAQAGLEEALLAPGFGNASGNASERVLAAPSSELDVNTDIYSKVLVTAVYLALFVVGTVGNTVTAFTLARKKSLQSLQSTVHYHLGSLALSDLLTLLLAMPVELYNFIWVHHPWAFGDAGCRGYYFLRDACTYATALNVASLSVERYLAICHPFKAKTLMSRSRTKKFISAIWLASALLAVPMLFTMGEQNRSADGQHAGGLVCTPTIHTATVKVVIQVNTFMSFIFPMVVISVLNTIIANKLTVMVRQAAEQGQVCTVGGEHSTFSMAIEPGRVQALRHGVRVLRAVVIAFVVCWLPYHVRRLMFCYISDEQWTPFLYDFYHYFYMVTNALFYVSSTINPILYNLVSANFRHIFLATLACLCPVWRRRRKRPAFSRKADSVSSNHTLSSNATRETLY
Large T inhibition: SV40 large T antigen inhibitors, biochemical (AID 1903); SV40 large T antigen ATPase/helicase inhibition assay; higher % means a stronger effect; inhibition, % at 20 µM, or IC50 in µM where a hit was titrated; 0.39% of 310,000 active; in the data active means a potency from the dose series; inconclusive means inhibition mostly from about 32% at the one dose, without a potency; inactive means the rest, 99 in 100 with inhibition below about 32%; further: strong numbers were not always called active
GPR35 antagonists: inhibition of zaprinast-stimulated GPR35 beta-arrestin translocation – imaging, U2OS, beta-arrestin-GFP, zaprinast agonist, primary screen (AID 2058). U2OS GPR35 beta-arrestin-GFP translocation imaging, zaprinast antagonism; higher % means a stronger effect. one-dose inhibition, % at 10 µM; IC50 in µM for titrated hits. 0.052% of 290,000 active;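 active means inhibition of at least 50% with at least 30 cells and total cytoplasm GFP at most 10,000,000; inconclusive means under 30 cells or total GFP of 10,000,000 plus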
MgcRacGAP inhibition: MgcRacGAP GTPase-activating activity inhibitors, confirmation, biochemical, ADP Hunter fluorescence; MgcRacGAP-stimulated Rac1 GTP hydrolysis, ADP Hunter fluorescence; higher % means a stronger effect; GST-tagged Rac1 F28L mutant substrate; inhibition, % at 30 µM; hits with a dose series show IC50 in µM; 0.6% of 340,000 active; AID 624330;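 active means first-screen hits whose inhibition reached a set limit at any dose in the follow-up dose series; inconclusive means inhibition above the set first-screen limit but never retested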;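 further: fluorescence reports GDP produced by GAP-driven GTP hydrolysis; strong numbers were not always called active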
Lipid droplet: hepatic lipid droplet formation modulation. AML12 mouse hepatocytes, oleate lipid droplets, BODIPY imaging. inhibition, % at 6.5 µM. 0.4% of 240,000 active;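 active means lipid droplet intensity inhibited by at least 50%, with more than 500 cells counted; inconclusive means wells with under 300 cells, treated as cytotoxic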
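Test system: AML12 hepatocytes (mouse); reagent: oleate loading, 100 µM; dosing: one dose, 6.5 µM compound; incubation: overnight exposure; signal: fluorescence imaging, 20x objective, two fields per well; read-out basis: % inhibition of corrected integrated BODIPY droplet signal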
GPR55 activation: selective activators of receptor GPR55 – imaging, U2OS cells, beta-arrestin-GFP redistribution, primary screen (AID 1961). activation, % at 10 µM, or EC50 in µM where a hit was titrated. U2OS GPR55 beta-arrestin-GFP redistribution imaging; higher % means a stronger effect. 0.048% of 290,000 active;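 active means activation above 40% with more than 50 cells counted in the well; inconclusive means wells holding fewer than 50 cells, flagged as toxic or sparse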;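 further: U2OS osteosarcoma cells stably expressing GPR55 and beta-arrestin-GFP; plate controls were DMSO negative control for no effect and LPI positive control for full effect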
T cell HTS: T cell immune modulation candidate. calls only at 7 µM. 0.068% of 330,000 active. 2C CD8+ T cell-vesicle binding, flow cytometry; hits give low values;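 active means response, share of CD8 T cells binding vesicles, and their 90th percentile fluorescence all below set limits, cut at about 80% in these data, passing the limit was not always enough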
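Also added: QL9-peptide-loaded Drosophila micro-vesicles bearing Ld, ICAM-1 and B7-1; Test system: purified 2C TCR transgenic mouse naive CD8+ T cells; Measured by: cytometric PE anti-B7-1 and Alexa647 anti-CD8 signals after 1% paraformaldehyde fixation; Timing: binding step 1.5 h, 37 °C, antibody labelling 20 min, ice.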
Lipid droplet cells 6.5 µM: further read-out of Lipid droplet, marked with its call; cell count; measured here: cell count, cytotoxicity flag;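 cells counted across two imaged fields per well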
T cell HTS vesicle-bound %: second read-out of T cell HTS, no call of its own (marks repeat the call); double positive events, %; measured here: CD8+ vesicle-bound cell fraction;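 binding gate set so that unloaded-vesicle control wells show 10% double positive cells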
NTR1 ag cell count 20 µM: also measured in NTR1 ag; calls as there; cell count; measured here: cell count, cytotoxicity flag
Starred values were filed as active, the others as inactive; i = inactive; ? = inconclusive; . = no result given.

Screens in order: GPR55 activation	NTR1 ag cell count 20 µM	Large T inhibition	LYP inhibition	GPR55 antagonists	T cell HTS	NTR1 ag	T cell HTS vesicle-bound %	Lipid droplet	Lipid droplet cells 6.5 µM	GPR35 antagonists	MgcRacGAP inhibition
O=C(NC(=O)c1ccccc1N1CCCCC1)Nc1ccc(Br)cc1
→ -0.1%	51	2.4%	5.4%	-11.7%	i	0.4	7.9	-2.2	657	4.6%	-1.0%
COc1ccc(NC(=O)NCCN2CCN(c3ccc(C)cc3)CC2)c(Cl)c1
→ -0.1%	48	9.8%	-10.3%	-1.4%	i	0.0	60.5	-0.4	800	0.2%	-11.1%
N#C/C(=C(/O)COc1ccc(Br)cc1)c1nnc2n1CCCCC2
→ 0.2%	42	6.1%	-3.1%	-1.9%	i	0.2	21.0	31.0	661	0.1%	3.2%
CCCCC(CCC(=O)Nc1cccc([N+](=O)[O-])c1)C(=O)O (stereo not given)
→ -0.3%	68	16.7%	-8.1%	-11.8%	i	2.7	25.1	-8.0	690	1.6%	12.3%
COC(=O)c1ccc(Cl)c(NC(=O)CN(c2ccccc2)S(=O)(=O)c2ccc(OC)cc2)c1
→ 0.5%	63	6.2%	0.0%	-2.5%	i	-0.4	18.2	-7.8	708	-0.4%	6.3%
CCOC(=O)c1c(COc2ccccc2)oc2ccc(O)cc12
→ 0.7%	54	5.7%	-2.1%	-6.2%	i	8.3	21.4	.	.	6.7%	.
CCOc1ccc(C(=O)NCC(=O)OCC(=O)Nc2ccccc2OC)cc1
→ 0.0%	44	19.9%	-0.3%	2.5%	i	-2.6	30.8	1.5	753	-2.8%	5.4%
O=C1ON=C(c2ccc([N+](=O)[O-])cc2)/C1=C/c1ccccc1O
→ -0.2%	47	12.2%	0.2%	6.2%	i	3.1	13.3	0.1	789	0.1%	?
CCc1cccc(OCC(=O)N(C)CC(=O)Nc2cccc(F)c2)c1
→ .	55	2.6%	.	.	i	-0.1	23.6	.	.	.	-42.2%
COc1ccc(Cc2nc(C(=O)Nc3ccc(F)cc3)cs2)cc1
→ -0.1%	49	-4.8%	-8.2%	2.3%	.	0.2	.	5.6	742	11.2%	3.9%
COc1ccc(-c2cc(C)no2)cc1S(=O)(=O)Nc1cccc(C)c1
→ -0.2%	59	16.6%	-0.5%	9.3%	i	0.9	54.9	-13.8	664	2.0%	6.0%
Cc1nonc1OCCNCCNc1ccc([N+](=O)[O-])cc1Cl
→ -0.1%	41	-4.8%	-0.8%	6.3%	i	0.3	51.4	-1.0	629	-8.9%	2.6%
CCc1cccc(CC)c1N1C(=O)c2cc(N3CCOCC3)c([N+](=O)[O-])cc2C1=O
→ 0.1%	57	-2.4%	0.1%	3.9%	i	3.3	7.5	-8.4	615	-7.9%	10.5%
O=C(O)c1ccc(N2CCN(c3ccc(Cl)cc3)CC2)c([N+](=O)[O-])c1
→ 0.0%	81	9.6%	-6.4%	2.8%	i	-0.4	62.8	.	.	-16.1%	7.1%
COc1ccc(C2C3CCCCC3(O)CCN2C(=O)c2cccs2)cc1 (stereo not given)
→ -0.3%	53	15.7%	-6.9%	9.0%	i	0.2	42.8	6.6	579	-4.4%	-3.8%
Cc1cc(OCC(=O)Nc2ccncc2)cc(C)c1Br
→ -0.1%	56	15.3%	-4.2%	-2.5%	i	-0.7	46.4	.	.	0.3%	4.5%
Cc1ccccc1Nc1nc(N)nc(CN(C)Cc2ccccc2Cl)n1
→ 0.2%	81	-0.6%	-5.6%	-0.6%	i	6.1	60.3	-3.8	621	15.4%	10.0%
CCOC(=O)c1sc(=S)n(C)c1NC(=O)c1ccc(OC)cc1
→ 1.2%	39	22.2%	-4.8%	-0.9%	i	-0.2	49.6	4.8	663	-6.1%	14.5%
O=C(CSc1n[nH]c(-c2ccncc2)n1)c1cccc([N+](=O)[O-])c1
→ -0.1%	60	-4.0%	-4.7%	3.1%	i	0.4	62.6	1.2	693	-9.5%	.
Cc1cnc(NC(=O)CSc2ccc(Cl)cc2)s1
→ 0.3%	81	7.6%	-7.1%	12.7%	i	1.9	41.3	.	.	27.4%	2.3%

Three entries already listed, ordered by the number in T cell HTS vesicle-bound %, smallest number first.
mol	T cell HTS vesicle-bound %
CCc1cccc(CC)c1N1C(=O)c2cc(N3CCOCC3)c([N+](=O)[O-])cc2C1=O	7.5
CCc1cccc(OCC(=O)N(C)CC(=O)Nc2cccc(F)c2)c1	23.6
O=C(CSc1n[nH]c(-c2ccncc2)n1)c1cccc([N+](=O)[O-])c1	62.6

More structures follow.
Screens in order: GPR55 activation	NTR1 ag cell count 20 µM	Large T inhibition	LYP inhibition	GPR55 antagonists	T cell HTS	NTR1 ag	T cell HTS vesicle-bound %	Lipid droplet	Lipid droplet cells 6.5 µM	GPR35 antagonists	MgcRacGAP inhibition
O=C(NCCNCc1ccccn1)c1ccco1
→ -0.1%	91	2.4%	-9.3%	-1.4%	i	0.2	66.3	7.9	724	1.0%	11.5%
Cc1nn(CC(=O)N2CCCCCC2)c(=O)c2cc3occc3n12
→ 0.0%	71	4.7%	-7.6%	-0.5%	i	0.5	26.9	17.6	675	-3.7%	11.2%
CC(C)(C)NC(=O)CSc1nncn1-c1ccccc1
→ 0.2%	51	-2.2%	-9.8%	-4.2%	i	-0.8	12.6	1.0	762	7.5%	4.6%
O=C(Nc1cccc(S(=O)(=O)Nc2ccc(Cl)cc2)c1)c1ccc[n+]([O-])c1
→ -1.9%	61	30.2%	0.0%	0.9%	i	0.4	47.2	-0.5	677	3.0%	0.6%
Cc1c(C(=O)N(C)Cc2ccc(OC(F)F)cc2)oc2ccccc12
→ 0.2%	43	6.5%	-3.1%	13.7%	i	-0.7	40.1	-20.4	822	-4.8%	3.2%
CCC(C)[C@H](NC(=O)NCCC1=CCCCC1)C(=O)O (stereo not given in full)
→ -0.2%	52	9.3%	-5.3%	1.9%	i	0.6	16.7	4.0	708	1.7%	9.0%
CCNC(=O)NC(=O)C(C)OC(=O)c1ccc(SC)cc1OC (stereo not given)
→ -0.4%	34	3.1%	-5.3%	4.9%	i	2.2	10.1	-0.3	742	5.2%	4.1%
CC(=O)N1CCN(c2ccccc2NC(=O)COc2ccc(Br)cc2)CC1
→ -0.2%	53	18.2%	2.6%	-4.1%	i	1.6	7.8	.	.	-10.6%	4.0%
COC(=O)c1coc(-c2ccc(OC)cc2)c1C(=O)OC
→ 0.2%	48	6.3%	-1.5%	3.6%	i	1.5	52.2	1.5	828	15.2%	1.3%
CN1CCC(N(C)C(=S)NC(=O)C23CC4CC(CC(C4)C2)C3)CC1
→ 0.3%	81	14.4%	-1.7%	7.9%	i	2.2	65.9	-54.9	608	11.4%	1.6%
CC(=O)c1cccc(NC(=O)c2noc3c2CCc2ccccc2-3)c1
→ 0.2%	62	1.3%	-11.2%	-15.9%	i	6.7	7.4	5.1	767	-1.6%	11.4%
O=C(NC1CCOC1)c1ccc(OC2CCN(CCc3ccccc3)CC2)cc1 (stereo not given)
→ -0.1%	62	-7.3%	-5.8%	1.4%	i	-0.8	20.0	1.4	482	4.7%	4.2%
c1ccc(Cn2nnc3c(NCCN4CCOCC4)ncnc32)cc1
→ -0.2%	52	-3.7%	-6.3%	6.3%	i	4.0	12.3	3.6	768	3.6%	8.7%
O=C(COc1ccc([N+](=O)[O-])cc1)NCCc1nc2ccccc2[nH]1
→ -0.1%	40	18.6%	0.8%	-1.5%	i	-1.3	30.5	-8.8	669	2.5%	.
Cc1nc(SCc2ccc(F)cc2)n[nH]1
→ 0.2%	89	4.9%	-10.3%	15.6%	i	0.1	22.8	17.4	698	20.2%	6.5%
C/C(=N\NC(=O)CN1CCN(Cc2ccc(C)cc2)CC1)c1ccncc1
→ 0.7%	57	4.4%	-5.9%	4.7%	i	-0.6	30.5	20.5	600	-2.5%	8.6%
O=C(CSc1nc2ccccc2c(=O)[nH]1)Nc1ccc(N2CCOCC2)c(Cl)c1
→ -0.1%	61	3.3%	-5.5%	-0.5%	i	-0.4	19.2	5.2	851	6.6%	5.3%
CCC(=O)Nc1cccc(-n2nnnc2SCC(=O)N(C(C)C)C(C)C)c1
→ -0.1%	29	4.9%	-7.0%	-9.6%	i	2.2	29.8	-9.1	675	-3.7%	4.3%
C/C=C\C=C/C(=O)Nc1cccc(C2=NOC3(C2)C[C@@H](C(N)=O)N(C(=O)C2(C)CC2)C3)c1 (stereo not given in full)
→ -0.1%	43	8.2%	-6.5%	5.1%	i	0.8	18.8	-7.0	726	-14.2%	5.0%
COc1ccc(Nc2nc(N)nc(CSc3nccc(C)n3)n2)cc1
→ 0.0%	92	20.4%	-7.2%	-8.7%	i	-0.3	20.3	-1.7	794	3.2%	4.9%
Cc1ccc2nc(-c3ccc(NC(=O)COCC(=O)O)cc3)sc2c1
→ 0.0%	45	10.9%	-4.8%	-9.2%	i	-1.3	35.0	-8.2	686	10.7%	12.3%
O=S1(=O)CC/C(=N/Nc2ccccn2)c2cc(F)ccc21
→ 0.6%	45	2.6%	-2.5%	11.5%	i	1.5	28.4	-28.7	736	-6.3%	9.2%

Screening results (PubChem BioAssay)
